# SENP6 inh – SENP6 protease inhibition; Recombinant SENP6 catalytic domain, aminoluciferin luminescence; Q9GZR1; AID 2599; 1.8% of 330,000 active; inhibition, % at 10 µM;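 active = inhibition above about 50% at the single tested dose, limit read from the data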;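 note: plate controls were DMSO wells with enzyme for no effect and DMSO wells lacking enzyme for full effect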
# Target sequence (Q9GZR1 628-1112 limits assumed): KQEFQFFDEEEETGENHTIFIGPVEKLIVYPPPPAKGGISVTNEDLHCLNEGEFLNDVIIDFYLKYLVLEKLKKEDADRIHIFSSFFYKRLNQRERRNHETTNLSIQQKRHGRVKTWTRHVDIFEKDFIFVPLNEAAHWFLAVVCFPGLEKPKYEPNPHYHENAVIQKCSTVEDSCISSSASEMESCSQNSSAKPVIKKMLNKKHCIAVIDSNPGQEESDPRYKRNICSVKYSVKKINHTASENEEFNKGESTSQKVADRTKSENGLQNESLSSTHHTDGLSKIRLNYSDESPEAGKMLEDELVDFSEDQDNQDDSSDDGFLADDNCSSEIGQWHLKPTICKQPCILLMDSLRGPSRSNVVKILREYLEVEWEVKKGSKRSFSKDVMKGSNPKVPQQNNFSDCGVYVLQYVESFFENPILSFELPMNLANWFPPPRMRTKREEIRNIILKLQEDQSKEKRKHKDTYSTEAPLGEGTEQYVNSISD
# SENP8 block-1 – inhibitors of human SENP8 protease | 1.2% of 330,000 active | AID 2540 | inhibition, % at 10 µM | purified SENP8, Z-RLRGG-aminoluciferin cleavage, luminescence | Q96LD8; in the data active = inhibition above about 50%
# Target sequence (Q96LD8 whole entry, looked up): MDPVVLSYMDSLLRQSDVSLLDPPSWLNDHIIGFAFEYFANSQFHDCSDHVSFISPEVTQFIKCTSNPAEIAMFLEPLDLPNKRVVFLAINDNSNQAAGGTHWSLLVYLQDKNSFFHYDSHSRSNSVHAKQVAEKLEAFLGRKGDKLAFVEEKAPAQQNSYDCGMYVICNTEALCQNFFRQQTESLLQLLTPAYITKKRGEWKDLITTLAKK
# HKDC1 inhibitor – inhibitors of human hexokinase HKDC1; Q2TB90; recombinant HKDC1, G6PDH/diaphorase resazurin coupled fluorescence; inhibition, % at 20 µM; 0.16% of 340,000 active; AID 493160;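 active = inhibition above about 35% when tested at 20 µM, limit read from the data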;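 note: plate controls were DMSO wells with enzyme for no effect and DMSO wells lacking enzyme for full effect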
#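 Test system: recombinant HKDC1 (HK5) hexokinase enzyme, produced in-house / Doses: 20 µM test compound, 1% DMSO / Timing: 90 min, room temperature / Detection: G6PDH/diaphorase-coupled fluorescence, 1 mM NADP, 100 µM resazurin, 525/613 nm / Control set: DMSO wells with and without enzyme mix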
# SENP7 block – blocks the human protease SENP7 | Q9BQF6 | recombinant SENP7, Z-RLRGG-aminoluciferin luminescence, 40 min | inhibition, % at 5 µM | 1.5% of 330,000 active | AID 434973;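 active = inhibition above about 50% at the single test dose, limit read from the data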;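 note: plate controls were DMSO with enzyme for no effect and no enzyme buffer wells for full effect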
# SENP8 block-2 – inhibitors of human SENP8 protease. Q96LD8. recombinant SENP8, Nedd8 substrate fluorescence. inhibition, % at 20 µM. 0.64% of 360,000 active. AID 602440; in the data active = inhibition mostly above about 40%, no sharp cut-off; inactive = mostly below about 27%
# Apaf1 inhib – human Apaf-1 inhibition; inhibition, % at 20 µM; reconstituted apoptosome caspase-3 activity, DEVD-Rh110 fluorescence; 0.71% of 330,000 active; AID 489030; active = inhibition of at least 40% at 20 µM;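 note: plate controls were DMSO wells for no effect and DEVD-CHO caspase inhibitor wells for full effect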
#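 Material: reconstituted apoptosome with Apaf-1, cytochrome c, caspase-9, procaspase-3, dATP; medium: pH 7.5 Hepes buffer with CHAPS, BSA, DTT; also added: cytochrome c and DEVD-Rh110 substrate; timing: 30 min plus 50 min, RT; signal: Rh110 fluorescence intensity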
# PfG6PD inh – PfG6PD (Plasmodium falciparum) enzyme inhibition; PfGluPho enzyme, NADPH resazurin-diaphorase fluorescence; inhibition, % at 20 µM; 0.78% of 350,000 active;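 active = inhibition reaching at least a set limit at 20 µM in the primary screen, cut at about 59% in these data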;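 note: 0% = DMSO wells with substrate and 100% = DMSO wells lacking glucose-6-phosphate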
# SENP1 FRET inh – inhibitors of human SENP1 SUMO protease catalytic domain; recombinant SENP1 catalytic domain, CyPet-SUMO1-YPet FRET cleavage; inhibition, % at 10 µM; 0.21% of 360,000 active; AID 624204;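 active = inhibition at least 30% at 10 µM, raw YFP signal under a set limit, fluorescence ratio 0.5 to 1.5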;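 note: 0% = enzyme with DMSO and 100% = no enzyme wells; some results filed as inactive read as strong as hits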
# Target sequence (Q9P0U3 419-644 limits assumed): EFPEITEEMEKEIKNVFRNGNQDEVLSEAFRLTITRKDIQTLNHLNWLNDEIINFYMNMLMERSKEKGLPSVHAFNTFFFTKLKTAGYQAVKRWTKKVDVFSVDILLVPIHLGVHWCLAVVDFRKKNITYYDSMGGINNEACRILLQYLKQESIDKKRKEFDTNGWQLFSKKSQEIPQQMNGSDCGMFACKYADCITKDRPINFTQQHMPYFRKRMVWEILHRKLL
#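 Material – human SENP1 catalytic domain · Input – SENP1 enzyme, 20 pM final · Compound dosing – single concentration of 10 µM compound, 0.5% DMSO final · Timing – enzyme reaction for 50 min at room temperature, dark · Measured by – FRET fluorescence in CFP and YFP emission channels · Control set – no-enzyme wells low, DMSO-plus-enzyme wells high control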
# NALP3 yeast inh – inhibitors of NALP3 inflammasome in yeast. 0.39% of 330,000 active. Yeast reconstituted NLRP3/ASC/caspase-1, beta-gal luminescence, 24 h. inhibition, % at 10 µM;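 active = inhibition of 50% or more; inactive = inhibition below 50%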;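 note: plate controls were induced DMSO wells for no effect and uninduced yeast grown without galactose for full effect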
# Active calls of the source: *; . = no result given.
# Start of the data: the first 16 records as a preview:
SMILES,SENP6 inh,SENP8 block-1,HKDC1 inhibitor,SENP7 block,SENP8 block-2,Apaf1 inhib,PfG6PD inh,SENP1 FRET inh,NALP3 yeast inh
Nc1ccc2nc[nH]c2c1,-9,-10,13,2,-1,15,27,1,12
C/C(N)=C(\C#N)C(=O)NCCc1ccccn1,-5,-1,-8,1,1,9,-1,0,4
Cc1nn(-c2ccccc2)c2sc(C(=O)NNC(=O)COc3ccccc3)cc12,-6,0,6,7,-20,29,-9,-1,21
CCOC(=O)CSc1nc2ccccc2c(=O)n1-c1ccc(C)cn1,-11,0,-4,-2,3,1,23,0,14
CC1(C)CC(=O)NC=C(c2ccccc2)C1,-2,0,-13,4,-6,0,-8,-20,-11
CN(CCC(=O)Nc1ccc(Cl)cc1)Cc1ccccc1,-1,-1,-4,-2,12,1,-7,1,25
CCN(CC)CCN1C(=O)C(=O)/C(=C(/O)c2c(C)[nH]c(C(=O)OC)c2C)C1c1cccnc1 (stereo not given),3,7,-4,5,22,-3,-4,0,11
Cc1nnc(NC(=O)CSc2nnc(CC(=O)Nc3ccccc3C)n2C)s1,-3,-10,-3,-5,0,11,-6,2,26
Cc1ccc(C(=O)c2oc3nc(C)cc(C)c3c2N)cc1,-4,-4,-1,1,-252,4,20,-111,31
COc1cccc(CN(C)C(=O)Cn2cc(C)c(=O)[nH]c2=O)c1,.,.,1,.,6,.,-16,5,.
Cc1ccc(OCC(=O)N2c3ccccc3NC(=O)C2(C)C)c([N+](=O)[O-])n1,-10,-4,-13,12,6,4,1,1,-5
Cc1cc(=O)[nH]c(Nc2cccc(F)c2)n1,-24,-3,-4,-6,21,-9,-2,3,19
O=C(c1ccccc1)c1cccn1CC(=O)N1CCCCCC1,-1,0,-5,7,18,1,2,3,12
CCOc1ccc(N(C(C)C(=O)NCc2ccco2)S(C)(=O)=O)cc1 (stereo not given),-23,-1,-8,-6,3,5,-2,4,-4
O=C(CSc1ccc(Cl)cc1)NC1=NN(c2ccccc2)C(=O)C1,15,0,-2,-4,16,4,-7,4,19
COc1ccc(CN2C(=O)C(C)=C(C)C2OC)cc1 (stereo not given),3,9,-6,-1,10,-2,-19,4,13

# The whole of this part, from the first entry:
SMILES,SENP6 inh,SENP8 block-1,HKDC1 inhibitor,SENP7 block,SENP8 block-2,Apaf1 inhib,PfG6PD inh,SENP1 FRET inh,NALP3 yeast inh
Nc1ccc2nc[nH]c2c1,-9,-10,13,2,-1,15,27,1,12
C/C(N)=C(\C#N)C(=O)NCCc1ccccn1,-5,-1,-8,1,1,9,-1,0,4
Cc1nn(-c2ccccc2)c2sc(C(=O)NNC(=O)COc3ccccc3)cc12,-6,0,6,7,-20,29,-9,-1,21
CCOC(=O)CSc1nc2ccccc2c(=O)n1-c1ccc(C)cn1,-11,0,-4,-2,3,1,23,0,14
CC1(C)CC(=O)NC=C(c2ccccc2)C1,-2,0,-13,4,-6,0,-8,-20,-11
CN(CCC(=O)Nc1ccc(Cl)cc1)Cc1ccccc1,-1,-1,-4,-2,12,1,-7,1,25
CCN(CC)CCN1C(=O)C(=O)/C(=C(/O)c2c(C)[nH]c(C(=O)OC)c2C)C1c1cccnc1 (stereo not given),3,7,-4,5,22,-3,-4,0,11
Cc1nnc(NC(=O)CSc2nnc(CC(=O)Nc3ccccc3C)n2C)s1,-3,-10,-3,-5,0,11,-6,2,26
Cc1ccc(C(=O)c2oc3nc(C)cc(C)c3c2N)cc1,-4,-4,-1,1,-252,4,20,-111,31
COc1cccc(CN(C)C(=O)Cn2cc(C)c(=O)[nH]c2=O)c1,.,.,1,.,6,.,-16,5,.
Cc1ccc(OCC(=O)N2c3ccccc3NC(=O)C2(C)C)c([N+](=O)[O-])n1,-10,-4,-13,12,6,4,1,1,-5
Cc1cc(=O)[nH]c(Nc2cccc(F)c2)n1,-24,-3,-4,-6,21,-9,-2,3,19
O=C(c1ccccc1)c1cccn1CC(=O)N1CCCCCC1,-1,0,-5,7,18,1,2,3,12
CCOc1ccc(N(C(C)C(=O)NCc2ccco2)S(C)(=O)=O)cc1 (stereo not given),-23,-1,-8,-6,3,5,-2,4,-4
O=C(CSc1ccc(Cl)cc1)NC1=NN(c2ccccc2)C(=O)C1,15,0,-2,-4,16,4,-7,4,19
COc1ccc(CN2C(=O)C(C)=C(C)C2OC)cc1 (stereo not given),3,9,-6,-1,10,-2,-19,4,13
CC(C)(C)c1ccc(C(=O)NNC(=O)CCc2ccccc2)cc1,-11,1,-2,-4,20,-2,12,2,32
N#Cc1c2n(c(=O)[nH]c1=O)CCCCC2,-3,-5,-2,-1,14,-3,-19,-3,24
Cc1ccc(CN(C(=O)COc2ccc([N+](=O)[O-])cc2)C2CCS(=O)(=O)C2)o1 (stereo not given),-5,-6,-4,4,20,-3,12,-2,0
COc1ccccc1NC(=O)c1ccc2c(c1)C(=O)N(c1ccccc1OC)C2=O,9,5,-4,3,17,2,-9,1,17
COc1ccc(Cl)cc1S(=O)(=O)Nc1ccc2c(c1)n(C)c(=O)n2C,-11,3,1,9,3,5,7,-36,16
C[C@@H]1CC[C@@]2(O[C@H](CCO)C[C@H](O)[C@H]2O)O1,-16,-6,-6,14,13,-4,-10,0,9
COc1ccc(-c2nnn(CC(=O)N(CC(=O)NC3CCCC3)Cc3cccs3)n2)cc1OC,12,6,-11,5,6,-11,-11,0,8
NC(=O)c1ccsc1NC(=O)COC(=O)Cc1ccccc1Cl,1,3,2,1,13,-7,15,-3,8
Cc1ccc(C(=O)C(C)[n+]2cccc(C(N)=O)c2)cc1 (stereo not given),-26,-6,7,-8,16,4,-3,0,14
O=C(O)COc1ccc2c3c(c(=O)oc2c1)CCC3,-6,1,1,-2,-469,-1,-9,-1,20
COc1ccc(C(=O)N(C)Cc2ccccc2)cc1Br,-13,-16,.,-4,.,9,.,.,28
O=c1cc(N2CCN(c3ccc(F)cc3)CC2)[nH]c(=O)n1Cc1ccc(F)cc1,-8,6,1,0,1,7,-4,-1,7
CN1CN=C(NS(=O)(=O)c2ccc([N+](=O)[O-])cc2)NC1,-2,6,0,4,15,14,4,1,5
COc1ccc2[nH]c3c(c2c1)CCN1C(=O)C(CC(=O)NCCN2CCOCC2)C[C@H](C(=O)N2CCCCC2)[C@@]31C (stereo not given in full),.,.,-3,5,2,12,1,3,.
COc1ccccc1OCC(=O)NCc1cccs1,-10,-9,-6,-5,16,8,-16,0,1
NC(=O)c1ccc(-c2ncc(-c3ccccc3)o2)cc1,-35,14,-10,52*,-307,7,2,1,40
CCCCc1nc(SCC(=O)Nc2ncccn2)n[nH]1,-15,6,-3,6,22,5,0,2,12
CCn1c(SCC(=O)NCc2cccs2)nnc1-c1ccco1,-15,1,2,-4,21,12,-7,1,9
Cc1cc(C)nc(NC(=O)Cc2ccc(Br)cc2)n1,-3,1,-5,6,11,3,-4,2,3
COc1ccccc1C(c1nnnn1C(C)(C)C)N1CCN(Cc2ccncc2)CC1 (stereo not given),18,-7,-3,2,10,1,-7,-3,3
CCN1CCN(C(=O)CS(=O)Cc2nc(-c3ccc(OC)cc3)oc2C)CC1 (stereo not given),-24,-10,-6,9,4,10,-13,1,-11
O=C(Nc1ccc(Br)cc1)C1CCCN(C2=NS(=O)(=O)c3ccccc32)C1 (stereo not given),-14,12,-5,6,5,-4,-7,2,12
O=C(NC1CCN(C(=S)Nc2ccccc2)CC1)C1CCCCC1,-44,-6,-5,-1,13,2,-3,3,24
COc1ccc(S(=O)(=O)Cc2ccc(C(=O)NCc3cccs3)o2)cc1,-4,1,-5,0,19,5,16,1,11
O=C(CCNS(=O)(=O)c1cccc2nsnc12)N1CCN(c2ccccn2)CC1,1,3,.,9,31,-2,.,11,12
Cc1ccccc1NC(=S)Nc1ccc2[nH]c(=O)[nH]c2c1,0,1,-5,13,-13,-13,14,-63,11
Cc1ccc(C(=O)NCCCN2CCOCC2)cc1S(=O)(=O)N1CCOCC1,-19,3,-1,-1,15,-6,1,2,15
COc1ccc(OC)c(-n2c(-c3ccccc3)n[nH]c2=S)c1,-9,0,-5,-2,-4,-2,49,2,13
O=C(O)C1CCCN1c1nc(C(F)(F)F)nc2ccccc12 (stereo not given),6,-2,-3,0,-8,-3,-5,1,28
COc1cccc(C(=O)CN2C(=O)C(C)(C)Oc3ccc(C(=O)N4CCCCCC4)cc32)c1,-6,-8,-4,-6,11,22,-16,0,3
CC(C)C(=O)N1CCC2(CC1)Oc1ccc(Cl)cc1C(=O)C21CC(c2ccc(Cl)cc2)=NO1 (stereo not given),-1,-4,-1,-6,5,6,3,2,-1
O=C(/C=C/c1cccs1)NCc1ccc2c(c1)OCO2,0,-3,0,-7,2,-9,-2,2,26
CCc1ccc(OC)c(S(=O)(=O)NCc2cccs2)c1,4,6,3,5,20,-5,-4,0,0
Cc1cc(NC(=O)c2cccc(Oc3ccccc3)c2)n[nH]1,-1,-13,-4,-19,4,13,13,1,27
Cc1nn(-c2ccccc2)c(C)c1NC(=O)COc1ccc([N+](=O)[O-])cc1,-10,4,-6,2,9,4,-1,1,3
CCC(Nc1nc(-c2ccccc2)nc2ccccc12)C(=O)O (stereo not given),6,0,-8,-1,-12,-11,-4,-1,8
O=C(/C=C/c1ccccc1)NCC(=O)N/N=C/c1ccccc1[N+](=O)[O-],5,-8,-18,-4,5,-1,7,2,-4
CCOC(=O)C1(c2csc(N)n2)COC(=O)C1 (stereo not given),-2,-2,-4,3,19,3,-13,5,10
Nc1nc(CSc2nc3ccccc3[nH]2)cs1,-23,-12,-5,-2,3,1,-9,-9,14
CCCOc1ccc(N2C(=O)CC(N3CCCC(C(=O)N4CCCC4)C3)C2=O)cc1 (stereo not given),-12,0,-6,3,19,0,-22,2,15
COc1ccc(NC(=O)C(Cl)=C(Cl)Cl)cn1,10,2,-6,5,18,8,7,4,4
O=C(NCc1nnc2c(C(F)(F)F)cc(Cl)cn12)c1ccc(Br)o1,-15,-6,3,5,-73,-8,-2,-7,4
O=C1C=C(O)CC(c2ccco2)C1 (stereo not given),-36,-13,3,-2,9,2,6,-1,11
C=CCOc1cccc(CNCc2cccnc2)c1,7,-13,-7,-11,-6,1,-4,1,7
COc1cc2[nH]c(=O)n(Cc3ccc(C(=O)NC4CCCC4)cc3)c(=O)c2cc1OC,-4,0,-3,-1,-45,-53,1,1,2

# Compound activity from PubChem.

# Compounds were not picked by outcome; overall some 4.1% were active at least once.
